HP1b binding inh – inhibitors of HP1-beta chromodomain binding to methylated histone tails. P83916. AlphaScreen HP1-beta / biotin-H3K9me3 peptide binding. Potency, µM (series often up to 114 µM), inactives show at the top dose activity change, negative = inhibition, most hits filed as inhibitors. hit rate 0.56% among 390,000; also: potency is read from the fitted curve at half-maximal effect; nearly all actives have a fitted effect of over 70% in size; inactives centre near 23
Target sequence (P83916 whole entry, looked up): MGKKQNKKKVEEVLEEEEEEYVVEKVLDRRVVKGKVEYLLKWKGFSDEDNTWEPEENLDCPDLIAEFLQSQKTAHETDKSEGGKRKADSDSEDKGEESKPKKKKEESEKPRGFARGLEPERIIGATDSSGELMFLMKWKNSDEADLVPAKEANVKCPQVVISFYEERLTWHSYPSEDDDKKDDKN
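Compound inhibition of the preformed complex between 50 nM HP1-beta and 50 nM biotinylated H3K9me3 peptide was read by AlphaScreen. Buffer was PBS pH 7.4 with 0.01% Tween-20. Incubations ran 30 min at room temperature, with 10 ug/mL donor/acceptor beads.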
Tb PGK inh – blocks T. brucei phosphoglycerate kinase; AID 602233; P07378; Potency, µM (highest dose often 57.5 µM), for inactives: at the top dose activity change, negative = inhibition, most hits filed as inhibitors; hit rate 0.043% among 380,000; PGK/GAPDH coupled, Kinase-Glo luminescence, 60 min; also: potency is read from the fitted curve at half-maximal effect; % is scaled to controls: 0 for no effect and ±100 for the full control effect; nearly all actives have a fitted effect of over 60% in size
Target sequence (P07378 whole entry, looked up): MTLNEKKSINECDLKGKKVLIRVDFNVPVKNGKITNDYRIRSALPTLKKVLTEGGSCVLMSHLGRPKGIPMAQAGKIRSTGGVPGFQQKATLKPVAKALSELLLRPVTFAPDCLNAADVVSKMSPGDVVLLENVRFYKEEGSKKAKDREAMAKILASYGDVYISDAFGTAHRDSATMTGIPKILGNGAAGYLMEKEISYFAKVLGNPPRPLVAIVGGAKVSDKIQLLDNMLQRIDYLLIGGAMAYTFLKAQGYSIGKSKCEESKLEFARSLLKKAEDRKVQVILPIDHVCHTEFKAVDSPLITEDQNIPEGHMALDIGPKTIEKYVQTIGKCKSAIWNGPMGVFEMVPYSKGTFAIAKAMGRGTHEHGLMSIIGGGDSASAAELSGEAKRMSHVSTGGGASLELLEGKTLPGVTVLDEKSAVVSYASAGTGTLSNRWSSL
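Luminescent ATP detection (Kinase-Glo Plus) follows a 60-minute room-temperature incubation, with wells lacking PGK as controls. Buffer: 100 mM TEA (pH 7.6), 5 mM MgCl2, 0.01% Tween-20. Coupling enzyme GAPDH (100 nM final) supplies unstable 1,3-BPG in-well.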
GLS inhibitor – blocks human kidney-isoform glutaminase activity; O94925; GLS enzymatic activity, qHTS titration; Potency, µM (top dose mostly 45.5 µM), without a hit: at the top dose activity change, negative = inhibition, most hits filed as inhibitors; hit rate 0.21% among 410,000; AID 624170; also: potency is read from the fitted curve at half-maximal effect; % is scaled to controls: 0 for no effect and ±100 for the full control effect
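Coupled fluorescence readout: glutamate oxidase/HRP/Amplex Red detect glutamate formed by hKGA from L-glutamine (1 mM solution added). Buffer 45 mM KH2PO4 pH 8.2, 0.02% Tween-20; reads at t0 and 30 min RT.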
JMJD2A Tudor – blocks the human JMJD2A Tudor domain; O75164; AlphaScreen JMJD2A-Tudor / H3K4me3 peptide binding; Potency, µM (top dose mostly 114 µM), for the others: at the highest dose activity change, negative = inhibition, usual class: inhibitors; hit rate 4.4% among 390,000; AID 504339; also: potency is read from the fitted curve at half-maximal effect; % is scaled to controls: 0 for no effect and ±100 for the full control effect; nearly all actives have a fitted effect of over 50% in size
Pin1 inh – human Pin1 inhibition. Q13526. Pin1 FP peptide displacement, HiFluor488, 10 min. Potency, µM (top dose mostly 115 µM), without a hit: at the highest dose activity, negative = inhibition, hits mostly inhibitors. hit rate 0.009% among 390,000; active = well fitted inhibition curve with a large enough effect in the polarisation, with a control signal flat, not every such curve was filed as active; inconclusive = small, poorly fitted or top-dose-only effect, or effect the other way, or a change in a side signal; inactive = no such curve, though single readings can be large or run the other way; the % refers to the polarisation; also: potency is read from the fitted curve at half-maximal effect; % is scaled to controls: 0 for no effect and ±100 for the full control effect
Target sequence (Q13526 whole entry, looked up): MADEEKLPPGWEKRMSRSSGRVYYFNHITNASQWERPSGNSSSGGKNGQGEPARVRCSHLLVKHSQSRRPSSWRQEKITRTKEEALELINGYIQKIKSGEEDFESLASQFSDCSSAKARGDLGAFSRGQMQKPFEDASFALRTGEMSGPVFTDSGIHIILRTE
ERG Ets-DNA blk – blocks human ERG Ets domain binding to DNA. Potency, µM (doses to about 76.9 µM), inactives show at the top dose FP activity, negative = inhibition, usual class: inhibitors. fluorescence polarization, His-ERG Ets domain / labelled DNA. hit rate 0.028% among 370,000. P11308; active = well fitted inhibition curve with a large enough effect in the polarisation, with a control signal flat; inconclusive = small, poorly fitted or top-dose-only effect, or effect the other way, or a change in a side signal; inactive = no such curve, though single readings can be large or run the other way; the % refers to the polarisation;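 also: polarization taken with two DNA probes labelled with fluorescein and Texas red; potency is read from the fitted curve at half-maximal effect; % of control where 0% means no effect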
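His-tagged ERG Ets domain (1 uM in the protein solution; 300mM KCl, 50mM Tris-HCl, 1mM EDTA, 1mM DTT, pH 7.5) received compound, then a probe mix of 5 nM fluorescein-DNA and 100nM Texas-615-DNA. Fluorescence polarization was read for both dyes.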
PI4K2A inh – PI4K2A (human) kinase inhibition; Q9BTU6; purified PI4K2A, ADP-Glo luminescence, 1 h; stronger effect = lower value; activity change, negative = inhibition, % at 76.9 µM; hit rate 0.13% among 420,000; AID 1346378; in the data active = activity change below about -50%; inconclusive = mostly about -30% to -49%;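 also: -100% = wells without enzyme as full effect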
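ADP-Glo luminescence measured ADP generated by PI4K2A enzyme (4 ug/mL before mixing) with 1.2 mM PI substrate (pre-mix) and 300 microM ATP (pre-mix). Tris pH7.5 buffer with MgCl2, Triton X-100; 1 h reaction at ambient temperature.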
G9a inh – G9a (human) methyltransferase inhibition. Q96KQ7. G9a H3K9 monomethylation, AlphaScreen, 2 h. Potency, µM (titrated, usually from 102 µM), for the others: top-dose activity, negative = inhibition, most hits filed as inhibitors. hit rate 8.8% among 350,000. AID 504332; also: potency is read from the fitted curve at half-maximal effect; % is scaled to controls: 0 for no effect and ±100 for the full control effect; nearly all actives have a fitted effect of over 75% in size
Target sequence (Q96KQ7 913-1193 limits assumed): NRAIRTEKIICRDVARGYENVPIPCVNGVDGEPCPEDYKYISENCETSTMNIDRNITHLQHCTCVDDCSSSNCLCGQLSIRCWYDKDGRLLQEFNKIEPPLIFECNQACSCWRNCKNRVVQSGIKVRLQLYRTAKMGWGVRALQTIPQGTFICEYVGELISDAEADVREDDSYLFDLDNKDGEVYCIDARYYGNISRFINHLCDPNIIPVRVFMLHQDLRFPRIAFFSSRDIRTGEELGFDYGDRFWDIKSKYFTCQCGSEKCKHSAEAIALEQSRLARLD
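Chemiluminescent proximity detection of H3K9 monomethylation, read after 10 min bead incubation in the dark. Reaction: 20 nM G9a, 500 nM biotin-H3K9 peptide, 20 uM SAM cofactor, 2 h, room temperature, following 15 min enzyme-compound preincubation.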
BAZ2B inh – blocks human BAZ2B; Potency, µM (titrated, usually from 114 µM), without a hit: at the top dose activity change, negative = inhibition, most hits filed as inhibitors; AID 504333; AlphaScreen BAZ2B-H3K14Ac peptide displacement; hit rate 4.4% among 360,000; also: potency is read from the fitted curve at half-maximal effect; % is scaled to controls: 0 for no effect and ±100 for the full control effect; nearly all actives have a fitted effect of over 60% in size
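Multi-concentration screen (max 110 uM) measuring displacement of acetylated histone H3 peptide from BAZ2B by AlphaScreen, using 50 nM protein, 50 nM peptide and 10 ug/mL streptavidin donor plus Ni-chelate acceptor beads.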
The depositor's hits bear a star; i = inactive; ? = inconclusive; / = not tested or not shown; & = joins results of further samples; [ ] = dose if it differs, or a comment. Unless noted, calls follow the shape of the dose curve; as a rule, active = well fitted curve in the direction sought with a large enough effect; inconclusive = small, poorly fitted or top-dose-only effect, or another doubt; inactive = no such curve, though single readings can be large; an effect the other way counts as inactive or inconclusive.

SMILES	HP1b binding inh	Tb PGK inh	GLS inhibitor	JMJD2A Tudor	Pin1 inh	ERG Ets-DNA blk	PI4K2A inh	G9a inh	BAZ2B inh
C=CC[C@H](CC(=O)NCCO)C(=O)N[C@H](C)COC(=O)[C@@H](CC=C)Cc1ccc(F)cc1	38.2%	9.3%	-1.7%	-2.8%	1.3%	1.7%	0.7	/	/
CN(C)S(=O)(=O)N1CCC(n2cnc3cccnc32)CC1	36.9%	-5.9%	-0.9%	-1.0%	-6.4%	-3.9%	-5.6	0.4%[59 µM]	-0.1%
N/C(=N\S(=O)(=O)c1cc(C(F)(F)F)cc(C(F)(F)F)c1)c1ccccc1	35.8%	3.0%	-4.0%	-18.3%	9.6%	1.8%	5.8	?	-0.6%
COc1ccccc1NC(=O)CSc1nc2c(oc3ccccc32)c(=O)n1C	27.6%	-8.9%	1.6%	-3.3%	18.0%	0.9%	-4.7	/	0.4%
COc1ccc(OC)c(CCNC(=O)CCn2c(=O)c3cccn3c3ccc(F)cc32)c1	37.5%	0.4%	3.0%	1.0%	-4.1%	0.1%	1.2	3.9%[59 µM]	2.1%
Clc1nc(NCCc2ccccc2)c2cn[nH]c2n1	18.8%	-5.4%	-13.9%	-15.8%	-0.9%	1.3%	-0.6	/	/
OCc1nc2c(ccc3ccccc32)[nH]1	43.0%[activator]	-4.8%	-2.9%	-8.9%	-1.5%	2.5%	-6.0	-13.2%	4.7%
NNC(=O)c1sc2cc(C(F)(F)F)cnc2c1-c1cccs1	42.6%[activator]	-9.1%	0.0%	-5.6%	1.0%	1.9%	6.8	-18.0%	-10.2%
CC(C)(C)c1ccc(C(=O)N2CCC(c3nc(-c4ccc(S(=O)(=O)N5CCCC5)cc4)no3)CC2)cc1	-10.1%	-5.2%	-5.7%	-27.7%	-0.6%	1.8%	0.3	-29.0%[59 µM]	-8.0%
Oc1ccc2ccccc2c1CNn1cnnc1	25.4%	-2.7%	-0.9%	-18.8%	-8.2%	/	-2.0	11.2µM*	0.1%
O[Si](CCCN1CCCCC1)(c1ccc(F)cc1)C1CCCCC1 (stereo not drawn)	22.7%	3.0%	-2.6%	8.6%	-0.7%	-4.4%	-2.4&-1.5	1.8%&16.3%[12.7 µM]	6.8%
CCC(=O)N1CCc2cc(S(=O)(=O)NCCC(=O)Nc3cccc(C)c3C)ccc21	29.9%	1.5%	-0.4%	-12.0%	5.5%	-8.5%	2.9	-36.9%[59 µM]	/
O=S(=O)(c1cccs1)N1CCN(c2ccc(O)cc2)CC1	-15.3%	7.6%	?	-23.9%	12.1%	2.7%	-2.0	35.5µM*	-29.3%
CCOC(=O)c1ccc(N2C(=O)c3n[nH]c(C)c3C2c2ccc(C(C)(C)C)cc2)cc1 (stereo not drawn)	34.6%	-3.2%	3.6%	-2.7%	26.6%	-7.5%	-0.8	1.8%[59 µM]	/
CCN(C(=O)c1cc2c(=O)n3cccc(C)c3nc2n1CCCOC)C1CCCCC1	164.2%[activator]	-1.7%	8.7%	90.3%[activator]	2.9%	5.4%	-24.5	-7.2%[0.0925 µM]	52.4%[activator]
CCOC(=O)c1cnc2c(Cl)cc(Cl)cc2c1NCCCN1CCOCC1	30.0%	-3.3%	-3.4%	-7.5%	-0.1%	-4.1%	6.6	-5.8%[0.501 µM]	?
CCOC(=O)c1ccc(N2C(=O)C(CC(N)=O)N(CCc3ccc(OC)c(OC)c3)C2=S)cc1 (stereo not drawn)	-6.0%	-0.3%	0.0%	-26.9%	-2.2%	-13.2%	-2.1	3.4%[59 µM]	-12.2%
O=C(COC(=O)Cn1nnc(-c2ccccc2)n1)Nc1cc(F)ccc1F	22.1%	3.7%	9.4%	-4.9%	-12.1%	-2.7%	2.0	/	/
CCOC(=O)c1ccc(NCc2ccc(N(C)C)cc2)cc1	-10.8%	-9.3%	-0.2%	?	?	-17.4%	2.2	10µM*	11.2µM*
COc1ccc2oc(=O)c(C(=O)N3CCN(c4ccccc4)CC3)cc2c1	0.1%	-5.7%	3.4%	-20.9%	8.8%	/	-2.4	1.6%[59 µM]	-21.6%
CCCN(CC(=O)Nc1ccccc1C)C(=O)CCNC(=O)c1ccccc1Cl	24.6%	-12.8%	-8.0%	2.7%	-9.0%	11.5%	2.2	-23.1%[59 µM]	-0.9%
CC1(C)NC(=O)N(CC(O)CN2CCCC2)C1=O (stereo not drawn)	22.7%	3.3%	7.9%	-15.1%	-7.9%	-5.4%	2.9	15.2%[59 µM]	5.1%
CCCCC(=O)Nc1ccc(NCc2ccc(C)s2)cc1	-0.8%	/	?	?	-4.4%	13.0%	2.4	50.1µM*	-34.8%
CCCn1c(SCC(=O)NCc2ccco2)nnc1C(C)C	29.1%	-0.2%	-6.3%	-9.7%	?	-0.5%	-19.3	8.6%[2.33 µM]	-3.6%
O=C1CN(C(=O)COc2ccc(Cl)cc2)C(c2ccc(F)cc2)c2cc(Cl)ccc2N1 (stereo not drawn)	-1.4%	-11.0%	-10.7%	-29.4%	9.7%	-0.7%	4.1	-32.6%[59 µM]	-8.4%
CC(C)C(=O)NCC(c1ccc2c(c1)OCO2)N1CCN(c2ccccc2)CC1 (stereo not drawn)	5.7%[57 µM]	7.7%	23.7%	-17.4%	?	4.8%	0.8	3.7%[59 µM]	-14.2%
O=C(O)c1ccc2c(c1)S(=O)(=O)c1ccccc1C2=O	39.3%	/	1.8%	-18.5%	2.3%	12.7%	0.3	44.7µM*	-31.8%
Cc1ccc2[nH]c(CSc3nnc(C)s3)cc(=O)c2c1	15.8%[57 µM]	-6.3%	2.2%	-13.3%	-5.7%	0.8%	-4.9	?	5.6%
Cc1ccc(C)c(N(C(=O)Cn2nnc3ccccc32)C(C(=O)NC(C)(C)C)c2ccsc2)c1 (stereo not drawn)	32.5%	-5.1%	0.4%	-13.4%	-9.6%	/	-0.7	/	20.0%
COc1ccc(OC)c(/C=C/C(=O)N(C)CC(=O)Nc2ccc(N3CCOCC3)cc2)c1	3.1%	7.5%	31.0%[activator]	-15.3%	-9.7%	1.9%	-0.7	-23.6%[59 µM]	-6.9%
Cc1ccc2occ(CC(=O)N3CCN(c4cccc(Cl)c4)CC3)c2c1	3.1%	-0.7%	-1.4%	-11.1%	-0.2%	1.2%	2.0	6.8%[59 µM]	-4.8%
CCOc1cccc(C(=O)N2CCCCC2c2cccnc2)c1 (stereo not drawn)	38.1%[activator]	i	1.6%	-20.6%[57.1 µM]	-9.1%	6.5%	6.3	?	3.3%
CC1CCN(CC(=O)Nc2ccc(Br)cc2[N+](=O)[O-])CC1	?	0.9%	7.7%	?	4.3%	-3.9%	-4.0	?	?
COCCNC(=O)CN1C(=O)c2cccc3cccc1c23	55.1%[activator]	8.3%	13.6%	-6.2%	-2.9%	2.1%	5.5	/	12.1%
CC(=O)NC(Cc1ccc(F)c(F)c1)C(=O)NC1CCN(c2nnnn2-c2ccccc2)CC1 (stereo not drawn)	78.3%[activator]	-6.4%	-9.3%	-4.1%	-3.1%	-16.7%	2.7	23.7%	-26.1%
CC(=O)n1nc(-c2cccnc2)nc1N	10.3%	-2.7%	-10.7%	-12.7%	-5.5%	5.6%	-1.8	?	-3.3%
N#CC1=C2SCN(C3CCCCC3)CN2C(=O)CC1c1ccc(Br)cc1 (stereo not drawn)	?	-2.5%	12.7%	15.8µM*	?	1.9%	-2.2	2.82µM*	/
COc1ccc(OC)c2sc(NC(=O)CCSc3ccccc3)nc12	19.5%	-5.5%	-0.3%	-14.6%	2.9%	23.6%	-7.3	24.2%[59 µM]	27.0%
CC(NS(=O)(=O)c1ccc(Br)cc1)C(=O)NCC1CCCO1 (stereo not drawn)	21.4%	-11.5%	-3.7%	-4.3%	-3.0%	-6.8%	-2.4	8.8%[59 µM]	6.6%
COc1ccc(NC(=O)C2CCN(S(=O)(=O)c3cc(-c4noc(C)n4)ccc3C)CC2)cc1	-10.7%	-6.4%	-1.1%	-30.3%	-3.2%	1.3%	-3.0	-0.6%[59 µM]	?
COc1ccc(C(C)C)cc1S(=O)(=O)Nc1ncn[nH]1	1.9%	i	-6.5%	-10.1%	-6.3%	6.9%	0.7	?	-24.8%
COc1ccc(C(=O)COC(=O)c2ccc3c(c2)NC(=O)CS3)c(OC)c1	10.7%	0.8%	2.7%	-20.0%	53.9%[activator]	9.0%	-15.4	1.0%	-1.7%
Nn1c(SCC(=O)Nc2cccnc2Cl)nnc1-c1ccccc1	?	-1.1%	-23.5%	20µM*	-2.0%	17.7%	-1.0	?	6.9%
CC(=O)NCCCc1nc2ccccc2n1Cc1ccccc1C	1.6%	i	-6.2%	-23.1%	-2.5%	-3.6%	-0.4	30.6%[2.33 µM]	3.7%
O=C(Nc1ccc(O)c(-c2nc3ccccc3o2)c1)c1ccc(Br)cc1	45.7%[activator]	2.7%	1.7%	-12.7%	2.4%	-1.0%	-2.8	-46.8%[59 µM]	-1.3%
COc1cc(-n2ccnc2SC)c(Cl)cc1Cl	22.4µM*	-3.2%	39.0%[activator]	-8.2%[11.4 µM]	-15.6%	7.4%	-8.2	2.8%[59 µM]	12.6µM*
OCC1(Cc2ccc(F)cc2F)CCCN(CCCc2ccccc2)C1 (stereo not drawn)	31.6%	-0.4%	1.3%	-8.2%	-2.3%	12.4%	-2.9	20.2%	5.6%

Assay outcomes deposited in PubChem BioAssay by National Center for Advancing Translational Sciences (NCATS).
